Source: PubChem
CHO parental Ca: counter-screen for OX1R antagonists: effect in parental CHO cells; parental CHO-K1, ATP-induced calcium, Fluo-8 fluorescence; inhibition, % at 5.6 µM; 0.63% of 330,000 active; AID 463079;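 active means inhibition above that plate's mean sample inhibition plus 3 SD, cut at about 26% in these data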;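 further: 0% = ATP-challenged DMSO wells and 100% = DMSO wells without ATP; some compounds past the cut are filed as inactive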
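Material: Parental CHO cells | Reagent: ATP | Compound dosing: Single nominal dose of 5.6 µM per compound | Detection: Intracellular calcium via Fluo-8 no-wash fluorescent dye | Read-out: % inhibition of ATP-induced calcium mobilization | Benchmarks: Low control ATP plus DMSO, high control DMSO only | Replicates: Singlicate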
CHRM1 antagonist: antagonists of human M1 muscarinic receptor. P11229. CHO-K1 hM1, Fluo-8 calcium fluorescence, ACh EC80 antagonist. inhibition, % at 3 µM. 1.3% of 360,000 active;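 active means percent inhibition above its own plate's cutoff, namely the mean of that plate's compound wells plus 3 SD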;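 further: peak over basal fluorescence ratio during 140 s after agonist addition; 0% = ACh EC80 plus DMSO and 100% = DMSO alone without agonist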
Target sequence (P11229 whole entry, looked up): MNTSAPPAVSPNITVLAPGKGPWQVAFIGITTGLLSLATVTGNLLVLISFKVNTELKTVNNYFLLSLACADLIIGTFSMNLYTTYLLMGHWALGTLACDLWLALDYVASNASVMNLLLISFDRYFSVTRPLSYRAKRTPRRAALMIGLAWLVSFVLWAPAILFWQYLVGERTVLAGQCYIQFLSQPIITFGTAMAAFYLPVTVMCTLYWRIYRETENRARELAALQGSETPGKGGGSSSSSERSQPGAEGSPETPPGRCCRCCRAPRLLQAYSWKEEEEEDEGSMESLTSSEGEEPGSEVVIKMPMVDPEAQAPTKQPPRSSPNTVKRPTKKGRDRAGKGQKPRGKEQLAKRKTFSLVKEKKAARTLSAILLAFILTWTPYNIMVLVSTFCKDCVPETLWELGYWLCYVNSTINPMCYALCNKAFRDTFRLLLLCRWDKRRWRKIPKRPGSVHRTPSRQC
CHRM1 agonist: activates human CHRM1 receptor; P11229; CHO-K1 hM1, Fluo-8 calcium fluorescence, agonist mode; 0% DMSO, 100% acetylcholine EC100; activation, % at 3 µM; 0.33% of 360,000 active;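 active means activation above the run's mean compound activation plus 3 SD, cut at about 16% in these data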;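 further: peak over basal fluorescence ratio within a 140 s kinetic read after compound addition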
TAAR1 antag: antagonists of human TAAR1; Q96RJ0; CHO RD-HGA16 TAAR1, Fluo-8 calcium fluorescence, antagonist; inhibition, % at 3 µM; 1.5% of 360,000 active; AID 624466;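 active means inhibition above a per-plate cutoff, the mean inhibition of test compounds on that plate plus 3 SD, cut at about 49% in these data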;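 further: 0% = DMSO plus EC80 beta-PEA response and 100% = DMSO alone without agonist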
Target sequence (Q96RJ0 whole entry, looked up): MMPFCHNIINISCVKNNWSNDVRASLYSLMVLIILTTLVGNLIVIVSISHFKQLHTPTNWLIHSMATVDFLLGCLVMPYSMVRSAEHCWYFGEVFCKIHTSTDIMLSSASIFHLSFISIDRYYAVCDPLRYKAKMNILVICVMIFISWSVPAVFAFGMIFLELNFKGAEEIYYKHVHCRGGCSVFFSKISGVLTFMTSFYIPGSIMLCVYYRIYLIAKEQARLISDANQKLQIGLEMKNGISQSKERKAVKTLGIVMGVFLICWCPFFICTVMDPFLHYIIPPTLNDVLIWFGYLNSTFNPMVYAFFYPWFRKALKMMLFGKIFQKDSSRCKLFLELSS
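Material: CHO RD-HGA16 cells bearing hTAAR1; compound dosing: one-point dosing, 3 µM nominal final; schedule: dye loading 75 min at 37 °C, then 30 min room temperature; measured by: calcium fluorescence with Fluo-8; control set: vehicle and agonist controls; replication: n of 1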
TAAR1 agonist: agonists of human TAAR1; Q96RJ0; CHO RD-HGA16 TAAR1, Fluo-8 calcium fluorescence; vehicle wells 0%, saturating PEA agonist 100%; activation, % at 3 µM; 0.99% of 360,000 active; AID 624467;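 active means activation above the mean activation of all test compounds in the run plus 3 SD, cut at about 38% in these data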
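Assay system – CHO-derived RD-HGA16 cells with stable Gα16 and human TAAR1 · Compound dosing – one-point dosing at 3 µM (nominal) · Incubation – 17-24 h seeding, 75 min 37 °C dye, 30 min RT · Measured by – kinetic Fluo-8 calcium fluorescence · Control set – DMSO vehicle as 0%, PEA at EC100 as 100% · Repeats – single well for each compound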
CHO-K1 Ca antag: M1 antagonist counterscreen hit in parental CHO-K1 cells | 0.6% of 360,000 active | ATP-induced calcium, Fluo-8 fluorescence | inhibition, % at 3 µM;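 active means inhibition above a per-plate cutoff, the plate's mean sample inhibition plus 3 SD, cut at about 24% in these data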;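 further: 0% = DMSO plus EC80 ATP and 100% = DMSO alone without ATP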
M1 PAM parental: nonselective activator or artifact in parental CHO-K1 calcium assay | 0.02% of 360,000 active | ATP EC20, Fluo-8 calcium fluorescence; 0% at ATP EC20, 100% at ATP max | AID 602247 | activation, % at 3 µM;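 active means activation above the run cutoff, the mean activation of all test compounds plus 3 SD, cut at about 40% in these data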;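 further: peak over basal fluorescence ratio in a 140 s read after ATP addition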
M1 PAM: potentiates human M1 receptor response to acetylcholine. 0.088% of 360,000 active. CHO-K1 hM1, Fluo-8 calcium fluorescence, ACh EC20; 0% = ACh EC20, 100% = maximal ACh. activation, % at 3 µM. P11229; in the data active means activation above about 19%, passing the limit was not always enough
CHO-K1 Ca ag: counter-screen for M1 agonists: effect in parental CHO-K1 cells; AID 602248; 0.48% of 360,000 active; activation, % at 3 µM; Fluo-8 calcium fluorescence; scaled to maximal ATP response, vehicle zero; in the data active means activation above about 15%;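 further: untransfected CHO-K1 host cells lacking M1 receptor as counterscreen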
Starred values were filed as active, the others as inactive; x = not tested or not shown.

The opening 4 entries as a preview:
SMILES	CHO parental Ca	CHRM1 antagonist	CHRM1 agonist	TAAR1 antag	TAAR1 agonist	CHO-K1 Ca antag	M1 PAM parental	M1 PAM	CHO-K1 Ca ag
CCN(c1ccccc1)S(=O)(=O)c1ccc2c(c1)CCCN2C(C)=O	-19.3	-8.7	-1.8	-13.0	0.4	-10.1	3.8	4.9	2.9
O=C1CCCN1C(=O)COc1ccc([N+](=O)[O-])cc1	-5.1	1.7	-1.9	-19.7	3.6	0.8	-21.5	0.7	0.2
O=C(O)C1=C[C@H](c2ccccc2)C[C@H](OCc2ccc(CO)cc2)O1	-2.4	-12.1	-3.0	8.4	4.7	-11.2	6.6	9.2	-0.1
O=C(NC12CC3CC(CC(C3)C1)C2)C12CC3CC(C1)CC(n1cnc(Cl)n1)(C3)C2	0.6	-35.4	-1.5	10.7	0.0	-4.9	19.6	8.9	0.7

The whole of this part (from the top)
SMILES	CHO parental Ca	CHRM1 antagonist	CHRM1 agonist	TAAR1 antag	TAAR1 agonist	CHO-K1 Ca antag	M1 PAM parental	M1 PAM	CHO-K1 Ca ag
CCN(c1ccccc1)S(=O)(=O)c1ccc2c(c1)CCCN2C(C)=O	-19.3	-8.7	-1.8	-13.0	0.4	-10.1	3.8	4.9	2.9
O=C1CCCN1C(=O)COc1ccc([N+](=O)[O-])cc1	-5.1	1.7	-1.9	-19.7	3.6	0.8	-21.5	0.7	0.2
O=C(O)C1=C[C@H](c2ccccc2)C[C@H](OCc2ccc(CO)cc2)O1	-2.4	-12.1	-3.0	8.4	4.7	-11.2	6.6	9.2	-0.1
O=C(NC12CC3CC(CC(C3)C1)C2)C12CC3CC(C1)CC(n1cnc(Cl)n1)(C3)C2	0.6	-35.4	-1.5	10.7	0.0	-4.9	19.6	8.9	0.7
COc1ccc(NC(=O)C23CC4CC(C2)CC(c2ccccc2)(C4)C3)c(OC)c1	-24.6	-7.1	-4.0	-32.2	-1.7	-15.0	35.5	1.1	0.7
COc1cc(CNC(=O)CCCCCCC(C)C)ccc1O	-7.1	-30.3	0.6	-32.9	-1.9	8.3	-0.3	7.6	0.6
Cc1ccc(C2(c3noc(CN4CCC(C(=O)N5CCOCC5)CC4)n3)CCCC2)cc1	3.7	10.7	-3.8	-11.9	-1.5	0.6	-9.7	2.8	0.2
O=C(O)/C=C\C(=O)Nc1cc(O)ccc1[N+](=O)[O-]	0.6	-5.8	-2.0	-2.6	-2.1	-13.0	12.8	4.8	1.5
CCOc1ccccc1N(C)C(=O)Cn1ncc2c([nH]c3ccc(C)cc32)c1=O	-21.6	-3.2	5.4	19.2	5.9	-14.3	5.7	7.0	1.2
O=S(=O)(N1CCCCCC1)N1CCNCC1	-0.6	-19.4	-3.5	-13.1	6.6	-4.8	7.6	10.8	1.4
Cc1ccc(-n2ncc3c2CC(C)(C)CC3NC(=O)CCN2CCCO2)cc1 (stereo not given)	1.1	-10.2	5.8	-36.0	-0.8	-4.4	-25.0	19.4	-0.2
CCc1noc(C)c1C(=O)NCCc1ccc(F)cc1	7.7	-4.5	-2.1	3.7	-0.4	3.0	23.4	5.5	1.0
OC(CNCCC1C=Nc2ccccc21)Cn1c2ccc(Cl)cc2c2cc(Cl)ccc21 (stereo not given)	55.7*	-6.4	1.5	42.4	39.7*	1.0	15.8	14.4	2.8
O=C(CSc1nnnn1-c1cccnc1)Nc1ccccc1F	-0.9	-10.9	-1.4	-6.7	0.8	-5.6	3.3	4.2	0.8
CCOC(=O)CSc1cc(-c2ccccc2)nc2ncnn12	-5.0	3.8	-7.6	-11.8	1.0	-2.0	5.8	-3.9	0.8
O=C(CSc1nc(-c2ccccc2)cc(=O)[nH]1)Nc1ccccn1	0.9	-29.1	0.6	-5.4	5.8	-13.8	17.2	0.3	1.5
Cn1c(NCc2cccnc2)nc2cc(-c3cccc(C(=O)NCCO)c3)sc2c1=O	x	-10.2	-1.8	-14.7	1.6	0.3	-2.7	6.7	0.8
Cc1ccc(S(=O)(=O)N(C)C)cc1NC(=S)NC1CCCC(C)C1C (stereo not given)	-15.6	3.8	-4.2	11.3	12.9	-0.6	9.6	-9.3	8.9
COc1ccc(CNC(=O)CN(Cc2ccccc2F)C(=O)c2csnn2)cc1	-21.9	-5.6	0.1	2.2	4.7	-12.8	13.2	13.6	2.8
Cc1ncccc1C(=O)N1CCCC(c2cc(C(=O)Nc3ccc(C(C)(C)C)cc3)no2)C1 (stereo not given)	x	21.6	-0.7	-7.0	7.3	8.9	-6.6	-11.3	7.0
Cc1ccc(NC(=S)NCc2ccc3c(c2)OCO3)c(C)c1	-13.8	-20.7	-2.7	9.0	5.2	-8.4	23.3	1.5	1.4
Cc1cccc(N2CCN(C(=O)c3ccccn3)CC2C)c1 (stereo not given)	-6.3	6.4	-5.0	-11.7	0.8	-13.5	-7.0	-0.6	1.5
CCOc1ccc(NC(=O)CCNS(=O)(=O)c2ccc3c(c2)c(=O)n(C)c(=O)n3C)cc1	-9.7	-13.7	-7.6	x	x	-13.1	18.0	6.8	-0.1
Cc1ccc(S(=O)(=O)NC(C)C(=O)Nc2ccc(C(N)=O)cc2)cc1 (stereo not given)	-4.4	-0.1	-4.4	4.1	6.5	7.9	-5.3	-0.4	-0.3
CCOC(=O)C(O)(C1C(=O)CC(C)(C)CC1=O)C(F)(F)F (stereo not given)	8.0	-9.1	-2.1	-2.4	20.1	-9.7	-0.6	3.8	0.4

(further entries)
SMILES	CHO parental Ca	CHRM1 antagonist	CHRM1 agonist	TAAR1 antag	TAAR1 agonist	CHO-K1 Ca antag	M1 PAM parental	M1 PAM	CHO-K1 Ca ag
COc1ccccc1N1CCNC(C)C1=O (stereo not given)	-3.9	-9.8	0.0	-3.8	0.2	10.8	-20.4	11.9	-0.6
c1cc(-c2cc3cc4c(cc3cn2)OCO4)cs1	-1.4	-1.8	-9.1	-1.7	9.2	-9.5	3.4	-1.7	0.0
O=C(O)CCN1C(=O)C(=C2CCCCCC2)SC1=S	-3.6	-7.4	-2.9	-6.9	6.7	-2.2	18.3	5.9	0.5
CCN(CC)CCOC(=O)c1c(C)oc2ccc(OC)cc12	-6.2	25.4*	-7.8	0.6	2.1	-23.8	-0.6	-23.6	0.1
COC(=O)c1ccc(NC(=O)NC2CCCCC2)cc1	-6.4	-2.5	-6.6	21.4	3.5	-12.7	9.2	1.9	2.1
Cc1sc2nc(C(C)C)nc(SCC(=O)NCc3ccco3)c2c1C	-38.8	-18.7	-7.8	7.7	10.5	-9.7	-11.5	-3.1	1.4
COC(=O)c1cc(NC(=O)c2cc(C(C)(C)C)nn2Cc2cccc(C)c2)ccc1N1CCOCC1	-14.3	9.3	-3.6	50.4*	-0.5	-4.1	14.0	5.2	3.1
Cc1cc(C)nc(Nc2cc([N+](=O)[O-])ccc2C)n1	-7.2	-5.7	-7.0	-26.2	-1.0	-19.0	-1.1	1.8	2.7
Cc1ccc(C2=NN=C(NC(=O)CSc3nncn3C)SC2)cc1	-27.8	4.4	-6.9	-26.3	4.6	-3.9	6.9	1.2	1.7
O=C(C[n+]1ccc(/C=C/c2ccccc2)cc1)c1ccc2c(c1)OCCO2	-14.9	9.0	-9.3	-5.9	43.5*	-9.1	-8.1	-7.9	0.2
CSc1nnc(C(C)(C)C)c(=O)n1/N=C/c1ccc(Cl)cc1	-6.5	-9.8	-0.7	-25.2	1.0	-0.8	-10.9	13.3	-0.7
CC(C)NS(=O)(=O)c1ccc(Oc2ncc(C(F)(F)F)cc2Cl)cc1	-19.9	8.0	1.5	-24.5	28.3	-5.6	22.9	2.1	2.7
CC1=CC(c2ccccc2)n2nnnc2N1 (stereo not given)	-8.1	-11.5	-2.3	9.7	0.3	-10.7	23.0	9.9	0.6
C#CCn1cc(/C=N/NC(=O)c2cc3ccccc3o2)c2ccccc21	-5.8	-4.0	-4.8	14.7	2.6	2.1	0.1	4.0	0.8
CCOC(=O)N1CCN(c2ncnc3c2[nH]c2ccc(OC)cc23)CC1	2.8	3.9	1.5	5.1	6.4	4.2	-2.0	8.7	0.6
O=c1cc(N2CCCCC2)c(-c2ccccc2)nn1Cc1ccccc1Cl	-13.4	-5.4	-1.7	42.0	16.4	9.4	-4.8	0.1	-0.6
C[C@H](NC(=O)c1nc[nH]c1C(=O)N(C)Cc1ccccc1)c1ccccc1	-13.5	-11.3	-0.2	-5.7	8.4	-9.1	12.2	7.8	-0.3
COc1ccc(N(CC(=O)NC(C)(C)C)C(=O)CCC(=O)Nc2nccs2)c(OC)c1	-22.6	-11.8	-2.2	-9.6	3.4	-9.4	13.0	4.4	1.4
Cc1ccc2c(c1)c1c(n2CC(O)CNC(CO)(CO)CO)CCCC1 (stereo not given)	5.9	7.2	-0.9	-14.6	1.4	-6.1	10.6	-8.5	0.0
CCC1CCCCN1C(=O)CCCOc1ccccc1 (stereo not given)	-22.5	0.2	-3.5	7.1	2.2	5.1	-4.0	3.2	0.1
COc1ccc(C2c3[nH]c4ccccc4c3CCN2Cc2ccoc2)c(F)c1 (stereo not given)	-14.3	0.6	-6.1	4.2	-0.7	-15.9	16.4	-4.2	-0.8
COc1ccc(-c2cc(C(=O)Nc3ccc(C)c(C)c3)no2)cc1	-1.4	-2.8	-4.1	-19.5	1.5	-0.9	22.0	5.0	13.5
O=C(O)c1cccc(NC(=S)N/N=C/c2ccccc2OCc2ccc(Br)cc2)c1	42.1*	13.8	-5.7	-0.8	-1.6	27.0*	-13.3	-9.2	1.2
CC(=O)Nc1ccc(NC(=O)CCCCCn2nnc3ccccc3c2=O)cc1	x	4.1	0.9	-8.6	-0.8	16.3	-8.5	-1.3	0.3
Oc1ccc(N=Nc2n[nH]c(-c3ccc(Br)cc3)n2)cc1	-7.5	-11.9	-3.0	7.5	26.6	-10.8	11.3	5.3	0.1
COc1ccc(N2C(=O)C(CC(=O)Nc3ccc(Cl)cc3)N(NC(=O)c3cccc(F)c3)C2=S)cc1 (stereo not given)	-21.0	-23.7	-0.2	-3.0	12.8	-11.3	6.4	4.0	0.9
Cc1cc(-c2nc(C)c(-c3nnc(SCC(=O)Nc4ccc(Cl)cc4)n3C)s2)no1	8.1	-6.9	-3.1	-10.9	2.4	-3.1	7.2	7.2	0.2
COc1ccc2oc(C(=O)N3CCCc4ccccc43)c(C)c2c1	-32.5	-6.2	-4.4	11.4	2.3	9.6	11.0	0.8	0.5
COCCN(C(=O)CSc1n[nH]c(-c2ccccc2)n1)c1c(N)n(Cc2ccccc2)c(=O)[nH]c1=O	-16.1	-0.6	-1.9	-10.6	-0.2	-0.5	-4.9	1.9	0.0
COC(=O)c1cccc(NS(=O)(=O)c2cccs2)c1C	-6.5	-8.5	-5.2	0.6	1.9	-3.3	12.2	8.0	0.1

Printed as active in TAAR1 antag, of those listed so far:
Compound	CHRM1 antagonist	CHRM1 agonist	TAAR1 antag
COC(=O)c1cc(NC(=O)c2cc(C(C)(C)C)nn2Cc2cccc(C)c2)ccc1N1CCOCC1	9.3	-3.6	50.4*
